Screening results from PubChem.
STK33 inh: human STK33 kinase inhibition | Q9BYT3 | purified STK33, MBP phosphorylation, ADP-Glo luminescence | inhibition, % at 10 µM | 320,000 compounds, 0.073% hits | AID 2661;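 active = inhibition at or above 25%, using the most active replicate where run in duplicate; inactive = inhibition below 25%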
Target sequence (Q9BYT3 whole entry, looked up): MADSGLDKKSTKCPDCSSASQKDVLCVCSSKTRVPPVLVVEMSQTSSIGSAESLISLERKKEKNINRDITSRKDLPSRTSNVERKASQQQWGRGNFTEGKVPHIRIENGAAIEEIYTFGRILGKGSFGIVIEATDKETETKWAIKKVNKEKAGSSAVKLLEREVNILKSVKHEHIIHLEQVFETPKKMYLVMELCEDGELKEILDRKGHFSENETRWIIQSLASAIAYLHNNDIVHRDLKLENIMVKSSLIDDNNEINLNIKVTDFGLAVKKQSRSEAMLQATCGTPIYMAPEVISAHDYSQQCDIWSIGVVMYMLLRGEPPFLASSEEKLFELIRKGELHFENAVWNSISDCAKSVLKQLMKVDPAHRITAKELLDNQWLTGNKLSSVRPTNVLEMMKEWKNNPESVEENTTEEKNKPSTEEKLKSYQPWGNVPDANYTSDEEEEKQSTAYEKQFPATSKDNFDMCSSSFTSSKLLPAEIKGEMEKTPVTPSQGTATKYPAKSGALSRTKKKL
OX1R antag: OX1R (human) antagonism; O43613; OX1R-expressing cells, FRET antagonist read-out; inhibition, % at 6.6 µM; 330,000 compounds, 1.8% hits; in the data active = inhibition mostly above about 38%, no sharp cut-off; inactive = mostly below about 40%;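 also: 0% = agonist challenge alone and 100% = reference antagonist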
Target sequence (O43613 whole entry, looked up): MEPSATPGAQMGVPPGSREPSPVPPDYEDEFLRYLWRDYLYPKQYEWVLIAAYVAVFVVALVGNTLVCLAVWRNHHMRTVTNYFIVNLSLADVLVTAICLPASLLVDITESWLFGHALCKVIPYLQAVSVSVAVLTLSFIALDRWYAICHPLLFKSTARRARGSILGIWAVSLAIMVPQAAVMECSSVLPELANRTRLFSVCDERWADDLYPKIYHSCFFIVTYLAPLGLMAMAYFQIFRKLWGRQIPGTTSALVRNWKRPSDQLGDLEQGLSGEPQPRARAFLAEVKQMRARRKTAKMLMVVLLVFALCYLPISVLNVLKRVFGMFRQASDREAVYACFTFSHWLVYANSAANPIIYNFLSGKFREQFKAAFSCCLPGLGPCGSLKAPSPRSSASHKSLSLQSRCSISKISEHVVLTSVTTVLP
* marks the source's active call; other numbers are inactive results; nt = no result given.

The first 4 entries, ahead of the listing:
SMILES	STK33 inh	OX1R antag
S=C(Nc1ccc(Oc2ccccc2)cc1)N1CCOCC1	-1.0	-3
CCC(=O)NC(=S)Nc1cccc(Cl)c1N1CCCC1	-3.2	14
CCNC(=O)NC(=O)CSc1nc2ccccc2n1CC(C)C	0.2	19
O=[N+]([O-])c1ccc(S(=O)(=O)NCC(c2cccnc2)N2CCc3ccccc3C2)cc1 (stereo unspecified)	-2.4	9

The list itself, from the first entry:
SMILES	STK33 inh	OX1R antag
S=C(Nc1ccc(Oc2ccccc2)cc1)N1CCOCC1	-1.0	-3
CCC(=O)NC(=S)Nc1cccc(Cl)c1N1CCCC1	-3.2	14
CCNC(=O)NC(=O)CSc1nc2ccccc2n1CC(C)C	0.2	19
O=[N+]([O-])c1ccc(S(=O)(=O)NCC(c2cccnc2)N2CCc3ccccc3C2)cc1 (stereo unspecified)	-2.4	9
Cc1ccc(Cl)cc1NC(=O)CN1CCN(C(=O)C2CCCO2)CC1 (stereo unspecified)	-1.4	4
CC(C)C[C@H](NC(=O)c1nc[nH]c1C(=O)N1CCN(c2ccccc2)CC1)C(=O)OC(C)(C)C	1.2	22
CCOC(=O)C1=C(C)NC(C)=C(C(=O)OCC)C1C(=O)OC1CCOC1=O (stereo unspecified)	-0.7	11
COc1ccc(N2C(=O)/C(=C/c3cccs3)NC2=S)cc1	-2.5	19
CCOc1ccc(C(=O)CCC(=O)Nc2cc(C)ccn2)cc1	-3.6	19
COc1ccc(Cc2noc(CN3CCN(C4CCc5ccccc5C4)CC3)n2)cc1OC (stereo unspecified)	-0.9	14
COc1ccc(Cl)cc1NC(=O)CSc1nc(-c2ccccc2)cc(=O)[nH]1	-2.3	40
COc1ccc(S(=O)(=O)CCc2nc3ccccc3s2)cc1	-0.2	18
Cc1cccc(C(CC(=O)O)NC(=O)C(F)(F)F)c1 (stereo unspecified)	0.2	11
COc1ccc(CNC(=O)/C(C#N)=C/c2cccc(OC)c2OC)cc1	-0.8	7
CCOP(=O)(OCC)c1nc(-c2ccc(C)cc2)oc1NCc1ccccc1	1.6	10
O=C(CCl)Oc1ccc2occ(C(=O)c3cccs3)c2c1	2.7	17
CCOC(=O)c1sc(NC(=O)C(C)Sc2nnc(N)s2)nc1C (stereo unspecified)	-0.2	11
CN1CCN(C(=O)CC2(CC(=O)O)CCCC2)CC1	-0.9	8
COc1ccc(CCC(=O)NC(C)c2ccccc2)cc1OC (stereo unspecified)	0.3	14
Nc1c(N2CCCCC2)c2ccccc2oc1=O	-1.0	17

3 compounds from above, ordered by formula weight, high to low:
SMILES	STK33 inh	OX1R antag
O=[N+]([O-])c1ccc(S(=O)(=O)NCC(c2cccnc2)N2CCc3ccccc3C2)cc1 (stereo unspecified)	-2.4	9
CCOC(=O)C1=C(C)NC(C)=C(C(=O)OCC)C1C(=O)OC1CCOC1=O (stereo unspecified)	-0.7	11
Nc1c(N2CCCCC2)c2ccccc2oc1=O	-1.0	17

Continued.
SMILES	STK33 inh	OX1R antag
CC(=O)c1ccc(-n2ccnc2)cc1	-7.0	5
O=S(=O)(NC1=NCCC1)c1ccc(F)cc1	-1.3	14
Cc1nn(C)c(C)c1S(=O)(=O)N(CC(=O)NCCN1CCOCC1)c1ccc(C(C)C)cc1	-0.4	-2
Nc1nc(CSc2ncn[nH]2)nc(Nc2ccc(F)cc2)n1	1.9	6
COc1ccc(S(=O)(=O)Nc2ccccc2C(=O)NC2CC2)cc1NC(C)=O	-0.4	4
CCN(CC)CC(=O)NN(Cc1ccccc1)c1ccccc1	-2.0	15
O=C(CN1C(=O)C2CCCCC2C1=O)Nc1ccc(S(=O)(=O)Nc2ncccn2)cc1 (stereo unspecified)	-0.5	-11
C/C(=N\NC(=O)c1csc(C)c1C)c1ccco1	5.8	25
Cc1ccc(-c2cc(C(F)F)n3ncc(C(=O)N4CCN5CCCC5C4)c3n2)cc1 (stereo unspecified)	0.4	28
CC(Oc1cccc(Cl)c1)C(=O)Nc1cc(S(=O)(=O)N2CCOCC2)ccc1N1CCCC1 (stereo unspecified)	-0.4	6
COc1cccc(N2CCN(C(=O)c3ccc(CS(=O)c4ccc(Cl)cc4)o3)CC2)c1 (stereo unspecified)	-0.3	4
O=[N+]([O-])c1c(NCCO)cc(N2CCN(Cc3ccc4c(c3)OCO4)CC2)c2nonc12	6.2	20
OCCCn1c(-c2ccccc2)n[nH]c1=S	-0.9	9
Cc1nc(-c2ccc(S(=O)(=O)Nc3cc(F)ccc3F)cc2)co1	0.5	11
Cc1ccc(NC(=O)COC(=O)c2cc(=O)c3ccccc3o2)cc1F	0.0	4
O=C(c1ccc2snnc2c1)N1CCN(c2ccccn2)CC1	-1.3	18
FC(F)(F)c1ccc2c(c1)nc1n2CCCC1	-2.3	25
Cc1ccc(S(=O)(=O)N(C)C)cc1NC(=O)c1ccncc1	-1.0	0
O=C(NNC(=O)c1ccc(Br)s1)c1cccc(S(=O)(=O)N2CCCC2)c1	-0.6	4
Cc1ccc(CC(=O)N2CC(C)OC(C)C2)cc1 (stereo unspecified)	-0.5	17
CC(=O)c1ccc(NC(=O)C(C)O/N=C(\N)c2ccccc2)cc1 (stereo unspecified)	-0.2	6
Fc1ccc(Cn2nnc(-c3ccc(Cl)cc3)n2)cc1	-1.1	-4
CCN(CC)c1ccc(NC(=O)c2cc(OC)cc(OC)c2)c(C)c1	nt	19
C/C(=N\NC(=O)CSCc1ccc(Cl)cc1)c1ccc2c(c1)OCCO2	-2.2	15
COc1ccc(OC)c(C(=O)Nc2c(O)ccc3ccccc23)c1	-0.3	29
Cc1cccc(C(=O)NC2CC3CCCC(C2)N3S(=O)(=O)c2ccccc2)c1 (stereo unspecified)	-1.6	31
CC(C)N(CCNCc1nnc(-c2ccccc2)o1)C(C)C	1.0	10
O=C(O)c1[nH]c2ccccc2c1C(c1ccccc1)c1c(C(=O)O)[nH]c2ccccc12	9.2	6
COc1ccc(C2c3c(ncn(CCN4CCOCC4)c3=N)Oc3ccc4ccccc4c32)cc1 (stereo unspecified)	0.3	12
O=C(NCCCn1ccnc1)/C(=C/c1ccc(Cl)cc1)NC(=O)c1ccccc1	-0.2	7
O=C(NC(=O)C(F)(F)F)Nc1ccc(S(=O)(=O)Nc2nccs2)cc1	-1.9	7
O=C(N/N=C/c1cc([N+](=O)[O-])ccc1O)c1cccc2cc[nH]c12	-1.1	34
CN1CCC(OC(=O)COc2ccc(C(C)(C)C)cc2)CC1	-0.9	4
COc1cc(CN2CCNC(=O)C2CC(=O)N2CCc3ccccc3C2)cc(OC)c1 (stereo unspecified)	1.0	13
COc1ccc(-n2c(SCC(=O)Nc3ccc(NC(C)=O)cc3)nc3ccccc3c2=O)cc1	0.2	5
CNC(=O)C1CC(=O)N(CCc2ccc(OC)c(OC)c2)C(=Nc2ccc(F)cc2)S1 (stereo unspecified)	-1.2	17
CCOC(=O)C(=CNc1ccc(NC2=NCC(C)S2)cc1)C(=O)OCC (stereo unspecified)	0.0	0
CCOCCn1c(C(C)C)nc2ccccc21	-2.4	23
O=C(Nc1ccccc1)Nc1ccc(Cl)c([N+](=O)[O-])c1	nt	33
Cn1c(Cc2ccccc2)nnc1SCC(=O)Nc1ccc2c(c1)OCO2	0.1	12
Cc1ccc(C(CNS(=O)(=O)c2ccc([N+](=O)[O-])cc2)N2CCN(C)CC2)cc1 (stereo unspecified)	-0.3	26
COc1ccccc1C(=O)NC1CCCCCCC1	-2.2	15
CSc1ccc(CN(C)C(=O)C2CCN(C(=O)Nc3ccccc3)CC2)cc1	-1.0	-4
CSCCC(NC(=O)c1ccco1)C(=O)N1CCCCCCC1 (stereo unspecified)	-0.6	7
O=C1CCCc2ccccc2N1Cc1ccc(Cl)cc1	-0.2	22
C[C@H]1CC[C@@]2(O[C@@H](CCO)C[C@@H](O)[C@@H]2O)O1	0.6	27
CCCCn1nnc(NC(=O)c2ccc(-c3cccc([N+](=O)[O-])c3)o2)n1	-1.9	51
COC(=O)c1ccc(COc2cccc(OC)c2)o1	-2.9	17
Cc1cccc(NC(=O)N2CCCC2C(=O)NCc2ccccc2)c1 (stereo unspecified)	-0.8	10
COc1ccccc1NC(=O)CN1CCN(CC(=O)Nc2ccc3c(c2)OCCO3)CC1	0.7	10
Cc1ccc(C)c(S(=O)(=O)N2CCN(C(=O)C3CCN(C(=O)c4ccc(F)cc4)CC3)CC2)c1	-0.1	22
O=C(N[C@@H](Cc1ccccc1)C(=O)NC1CCCCC1)c1ccco1	0.3	10
CCOc1cc(C(=O)NC2CCCCCCC2)cc(OCC)c1OCC	-0.9	6
COc1ccccc1N(CC(=O)NC1CCCC1)C(=O)c1csnn1	-0.7	11
c1ccc(-n2ncc3c(NCc4cccs4)ncnc32)cc1	-0.7	13
Cc1csc(Nc2ccccc2)[n+]1C	-2.5	11
CCn1cnc2cc(NCc3cccc(OC)c3O)ccc21	-1.7	-1
CCn1c(SCC(=O)N2CCOCC2)nc2oc3c(Cl)cc(Cl)cc3c(=O)c2c1=O	-1.5	30
CC(=O)NCCC1CCN(c2nc3nonc3nc2N(C)Cc2ccccc2)CC1	0.7	15
NCCn1c(-c2ccccc2)cc(C(=O)O)c1-c1ccccc1F	-0.7	17

Seven compounds drawn at random from the list so far, as already listed:
SMILES	STK33 inh	OX1R antag
O=C1CCCc2ccccc2N1Cc1ccc(Cl)cc1	-0.2	22
COc1ccccc1NC(=O)CN1CCN(CC(=O)Nc2ccc3c(c2)OCCO3)CC1	0.7	10
Cc1ccc(C)c(S(=O)(=O)N2CCN(C(=O)C3CCN(C(=O)c4ccc(F)cc4)CC3)CC2)c1	-0.1	22
CCCCn1nnc(NC(=O)c2ccc(-c3cccc([N+](=O)[O-])c3)o2)n1	-1.9	51
CCOc1cc(C(=O)NC2CCCCCCC2)cc(OCC)c1OCC	-0.9	6
COc1ccccc1C(=O)NC1CCCCCCC1	-2.2	15
Cc1cccc(NC(=O)N2CCCC2C(=O)NCc2ccccc2)c1 (stereo unspecified)	-0.8	10

Next records follow.
SMILES	STK33 inh	OX1R antag
CCCn1c(N2CCN(C(=O)NCc3ccccc3)CC2)nc2ccccc21	1.2	23
CC(=O)N/N=C/c1c(C)[nH]n(-c2ccccc2)c1=O	-0.8	9
COC(=O)c1c(C)nc(C)c(C(=O)OC)c1-c1ccc(OC)c(OC)c1	-0.2	18
COCCNC(=O)C(c1ccc(F)cc1)N(CCOC)C(=O)CCC(=O)Nc1nccs1 (stereo unspecified)	-0.1	-3
COc1ccccc1C(=O)Nc1ccc(C(=O)N2CCCCC2)cc1	-0.4	22
COC(=O)c1ccc2c(=O)[nH]c(CSc3nc(-c4ccc(F)cc4)cs3)nc2c1	-1.6	18
CCN(c1ccccc1)S(=O)(=O)c1ccc(C(=O)OC(C)C(=O)NCCC2=CCCCC2)cc1 (stereo unspecified)	-1.1	5
O=C(CSc1nnnn1Cc1ccccc1)Nc1cccc(F)c1	-4.5	11
Brc1ccccc1Cn1cnc2ccccc21	0.0	25
CNc1ccccc1C(=O)OC(C)C(=O)Nc1ccc(S(=O)(=O)N2CCCC2)cc1 (stereo unspecified)	1.8	-2
Cc1cc(C(=O)CSc2nnc3ccccn23)c(C)n1-c1ccccc1	0.2	2
C=CCc1c(O)nc(SCC(=O)c2ccccc2)[nH]c1=O	0.0	9
COc1ccc(/C=N/n2cc(-c3ccc(OC)cc3)nc2N)cc1	-0.2	6
O=C(Nc1nccs1)c1cnccn1	2.2	9
COc1ccccc1CNC(=O)CSc1ccc(C(=O)Nc2ccccc2OC)cc1[N+](=O)[O-]	-1.1	37
O=C(O)CCN(CC(=O)c1ccc(Cl)cc1)S(=O)(=O)c1ccc([N+](=O)[O-])cc1	-1.5	33
N#CSC(c1ccccc1)c1nc2ccccc2[nH]c1=O (stereo unspecified)	0.0	12
CCOC(=O)c1c(C(C)(C)C)oc2ccc(OCC#N)cc12	-2.0	-12
CC(C)Nc1nnc(SCC(=O)Nc2sccc2C#N)s1	1.1	7
CN1C(=O)[C@H]2[C@@H](C3CC3)N3C(=O)CN(Cc4ccccn4)C(=O)[C@@]3(Cc3ccccc3)[C@H]2C1=O	-1.0	5
C#Cc1cccc(-n2nnc(C(C)=O)c2C)c1	-0.1	8
C/C(=N/OCO/N=C(\C)c1ccccc1)c1ccccc1	-1.1	9
COc1ccc(C(=O)CSc2[nH]c(=O)cc(C(F)(F)F)c2C#N)cc1	0.3	22
CCOC(=O)c1c(NC(=O)COC(=O)c2cnccn2)sc(C(=O)NC)c1C	0.3	15
C=CCC[C@H](Cc1ccc(F)cc1)C(=O)OC[C@H](Cc1c[nH]c2ccccc12)NC(=O)[C@H](CC=C)CC(=O)N(CCO)Cc1ccccc1	-1.9	18
COCc1cc(C)nc(OCC(=O)N/N=C/c2ccccc2)c1C#N	-0.8	9
N/C(=N\c1nc2c(c(=O)[nH]1)CCCC2)Nc1ccccc1	-0.3	11
COc1ccc(CCN(C)C(=O)C23CC4CC(CC(Cl)(C4)C2)C3)cc1OC	0.1	1
Cc1snc(SCC(=O)N/N=C(\N)COc2cccc(C(F)(F)F)c2)c1C#N	-0.1	22
CCN(CC)CCN(C)Cc1ccc(Br)cc1	-1.5	10
Cc1ccc(Nc2nc(/N=C/NO)n[nH]2)cc1C	-0.6	6
N#Cc1ccccc1CSc1nnc(-c2ccncc2)o1	2.3	-6
COc1ccc(OCC(=O)Nc2ncc3c(n2)CC(C)(C)CC3=O)cc1	0.0	4
O=C(Nc1ccc(CN2CCCCC2)cc1)c1cc(Br)ccc1Cl	-1.4	5
Oc1ccccc1CN1CCCC(N2CCc3ccccc3C2)C1 (stereo unspecified)	nt	11
CC(C)C(NC(=O)C12CC3CC(CC(C3)C1)C2)C(=O)O (stereo unspecified)	-1.4	13
COC(=O)c1ccccc1NC(=S)N(Cc1ccc2c(c1)OCO2)Cc1cc2ccc(OC)cc2[nH]c1=O	-0.5	33
O=C(COc1ccc(Cl)cc1)Nc1ccccc1Cl	-0.6	2
O=C(Cn1[nH]c(=O)c2ccccc2c1=O)N1CC=C(c2ccccc2)CC1	-0.1	18
COc1ccc(/C=C(/NC(=O)c2ccco2)C(=O)Nc2ccc(C(=O)O)cc2)cc1	-0.2	14
O=C(O)C1CCN(C(=O)COc2ccc3c4c(c(=O)oc3c2)CCC4)CC1	-1.3	5
O=C(CCCn1c(=S)[nH]c2cc3c(cc2c1=O)OCO3)N1CCN(c2ccccc2)CC1	-1.6	3

Rows were taken by chance. About 1.8% of those tested had a hit in this group.
